# CHT block: human CHT choline transport inhibition; Q9GZV3; CHT-expressing cells, membrane potential dye, choline response; hits give low values; B-score at 10 µM; actives 0.86% (n = 310,000); AID 488975;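 active = B-score over 3 SD under the library average, and starting fluorescence ratio not unusually high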;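 also: choline stimulus applied at its EC90 after an EC20 pre-addition; B-score computed on integrated fluorescence ratio after choline addition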
# Target sequence (Q9GZV3 whole entry, looked up): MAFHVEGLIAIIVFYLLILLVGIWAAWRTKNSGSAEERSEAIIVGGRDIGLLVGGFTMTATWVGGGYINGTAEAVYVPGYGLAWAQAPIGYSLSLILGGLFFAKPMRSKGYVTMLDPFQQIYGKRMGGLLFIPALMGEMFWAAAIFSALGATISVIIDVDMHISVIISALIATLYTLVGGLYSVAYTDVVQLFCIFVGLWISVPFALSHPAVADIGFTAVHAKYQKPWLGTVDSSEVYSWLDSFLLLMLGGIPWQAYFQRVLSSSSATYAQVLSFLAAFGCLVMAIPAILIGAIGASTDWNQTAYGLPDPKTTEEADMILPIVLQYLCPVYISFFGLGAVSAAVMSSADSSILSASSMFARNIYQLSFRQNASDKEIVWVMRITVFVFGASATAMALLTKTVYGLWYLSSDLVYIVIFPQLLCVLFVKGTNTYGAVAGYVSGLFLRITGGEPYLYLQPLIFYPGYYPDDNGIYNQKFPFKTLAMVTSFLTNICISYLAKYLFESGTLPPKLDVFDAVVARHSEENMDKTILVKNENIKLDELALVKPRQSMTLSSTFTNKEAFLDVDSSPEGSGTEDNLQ
# CHT allo act: allosterically activates the human high affinity choline transporter. AID 488977. actives 0.49% (n = 310,000). B-score at 10 µM. Q9GZV3. CHT-expressing cells, membrane potential dye, choline EC20; hits give high values; LV-AA mutant CHT in HEK293 cells;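 active = initial fluorescence not abnormally high and integrated response B-score, plate-corrected, over 3 SD above library mean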
# The depositor's hits bear a star; i = inactive. Rows are unselected. Share with any hit: about 1.4%.
SMILES,CHT block,CHT allo act
CCN1C(=O)[C@@H]2[C@H](C1=O)[C@@H]1CC(C(=O)OC)=C[C@@H](C(=O)OC)C3C1=C(C(=O)C3(CC)CC)[C@@H]2C (stereo not given in full),i,i
CCC1=C(OC(=O)N(CC)CC)N2C(=O)OC(=NCC(=O)OC)[C@]2(C)[C@H]2C1=CC[C@H]1C(=O)NC(=O)[C@H]12,i,i
Cc1cccc2nc(CSc3nnc(N)s3)cn12,i,i
Cc1ccccc1OCc1nnc2n1CC(C)S2 (stereo not given),i,i
CC(C)C[C@H](NC(=O)c1nc[nH]c1C(=O)NCc1ccc(CNC(=O)OC(C)(C)C)cc1)C(=O)OCc1ccccc1,i,i
Cn1c(=O)c2c(nc(NCc3ccc4c(c3)OCO4)n2Cc2ccccc2)n(C)c1=O,i,i
COc1ccccc1-c1n[nH]c2c1[C@H](C)CC[C@H]2C(C)C,i,i
C=CC(=O)NC(C)(C)Cc1ccccc1,i,i
COc1ccc(N2CCCC2=N)c(OC)c1,i,i
Cc1ccc2oc(=O)c3cnn(CC(=O)N4CCCCCC4)c3c2c1,i,i
COc1ccccc1N(C)S(=O)(=O)c1ccc(C(=O)O)cc1,i,i
Cc1ccc(-c2nc(CS(=O)(=O)CC(=O)N3CCc4ccccc4C3)c(C)o2)cc1,i,i
CC(C)c1ccc(C(CC(=O)O)NC(=O)c2cccs2)cc1 (stereo not given),i,i
CC1(C)CC(NC(=O)c2cccc([N+](=O)[O-])c2)CC(C)(C)N1,i,i
COc1cc2c(cc1OC)C(C)N(C(=O)[C@@H](NC(=O)c1ccccc1)C(C)C)CC2 (stereo not given in full),i,i
COc1cccc(/C=N/NC(=O)c2[nH]c(C)c(C(=O)N/N=C/c3cccc(OC)c3O)c2C)c1O,i,i
COc1ccc(C(=O)c2ccccc2)c(OCC(=O)N(C)C)c1,i,i
Cn1c(CN2CCCCC2)nc2cc(NC(=O)c3ccccc3)ccc21,i,i
O=c1c(CO)cc(CO)cc(CO)c1O,i,i
CC(NCC(=O)Nc1cc(Cl)cc(Cl)c1)c1ccccc1 (stereo not given),i,i
CN(CC(=O)NCc1ccc(F)cc1)Cc1cccc(Cl)c1,i,i
CC(=O)c1cc(-c2nc3ccccc3n2C)n(C)c1,i,i
O=C(OCc1nnc(-c2ccc(Br)cc2)o1)c1ccco1,i,i
Cc1ccc(S(=O)(=O)/N=C(\N)c2ccc(F)cc2)cc1,i,i
Cc1cc(-n2c(C)c3c(C)nnc(C)c3c2C)ccc1N,i,6.7*
SMILES,CHT block,CHT allo act
CCCc1c(C)nc2c(Br)cccc2c1Cl,i,i
CCOC(=O)c1c(C)n(C)c2ccc(O)c(S(=O)(=O)c3ccccc3)c12,i,i
Cc1ccn(-c2ccc([N+](=O)[O-])cc2)n1,i,i
O=C(CNC(=O)c1cccnc1)N/N=C/c1cc(Br)c(O)c(Br)c1,i,i
CC(=O)c1cc(C#N)c(NCc2ccccc2)nc1C,i,i
CC1CCN(CC(=O)Nc2ccc(S(=O)(=O)N3CCC(C)CC3)cc2)CC1,i,i
COc1ccccc1C(CNc1ncccc1[N+](=O)[O-])N(C)C (stereo not given),i,i
COc1ccc(S(=O)(=O)N2CCCOC2CNC(=O)C(=O)NCc2ccco2)cc1C (stereo not given),i,i
Cc1cc(C)n2nc(SCc3nnc(SCc4ccccc4C)s3)nc2n1,i,i
CC(C)N(C(=O)CN1C(=O)C(=O)c2ccccc21)c1ccccc1,i,i
COc1ccc(-n2c(Cc3cc(=O)[nH]c(=O)[nH]3)nnc2SCC(=O)Nc2ccccc2)cc1,i,i
O=c1[nH]c2ccccc2nc1N1CCOCC1,i,i
COc1ccc(C(=O)NC(=S)Nc2ccc3oc(=O)ccc3c2)cc1,i,i
COc1ccc(NC(=O)CN(C)S(=O)(=O)c2ccc3[nH]c(=O)oc3c2)cc1,i,i
CC(=O)c1c(C)[nH]c(-c2ccccc2)c1C,i,i
O=C(NCC(=O)N1CCN(c2ncc(C(F)(F)F)cc2Cl)CC1)c1ccc(Br)o1,i,i
O=C(O)CNC(=O)/C(=C\c1ccc2c(c1)OCO2)NC(=O)c1ccc(Br)cc1,i,i
Cc1nc(CS(=O)(=O)c2ccccn2)sc1C(=O)NNC(=O)c1c(F)cccc1Cl,i,i
CCOc1ccccc1N1CCN(S(=O)(=O)c2cccs2)CC1,i,i
C/C(=N\NC(=O)c1ccc(-c2ccccc2)cc1)C1C(=O)c2ccccc2C1=O,i,i
CCC(C)[C@H]1CN=C(N)N1CCCc1cc(OC)c(OC)c(OC)c1 (stereo not given in full),i,i
Cc1ccc(Nc2c(-c3cccnc3)nc3ccc(Br)cn23)cc1,i,i
CCc1ccc(N(C(=O)CNC(=O)c2ccco2)C(C(=O)NCC2CCCO2)c2ccccc2)cc1 (stereo not given),i,i
C=CCc1ccccc1OCC(=O)OCCNC(=O)c1cccnc1,i,i
COc1ccc(OC)c(C(O)c2nc3ccccc3n2C(C)C)c1 (stereo not given),i,i

# One compound at a time, as listed above.
# Results for COc1ccc(S(=O)(=O)N2CCCOC2CNC(=O)C(=O)NCc2ccco2)cc1C (stereo not given) → CHT block = i; CHT allo act = i
# Results for O=c1[nH]c2ccccc2nc1N1CCOCC1 → CHT block = i; CHT allo act = i

# Additional results follow.
SMILES,CHT block,CHT allo act
CS(=O)(=O)c1nc(S(=O)(=O)c2ccc(Cl)cc2)c(N2CCCCCC2)s1,i,i
Cc1ccc(NC2=Nc3ccccc3CS2)cc1,i,i
O=C(O)CN1CCCC1=Nc1ccccc1,i,i
O=C(Nc1ccc(S(=O)(=O)Nc2nccs2)cc1)c1nn(-c2ccccc2)ccc1=O,i,i
CCC(=O)Nc1ccc(Br)cn1,i,i
O=C(N/N=C\c1cn[nH]c1-c1ccccc1)c1cccs1,i,i
COc1cc(OC)c(C(=O)Nc2ccc(C(=O)c3ccccc3)cc2)cc1OC,i,i
CCC1(c2ccccc2)NC(=O)N(Cc2cccc([N+](=O)[O-])c2)C1=O (stereo not given),i,i
COc1ccc(N2CC(C(=O)Nc3nnc(Cc4ccccc4)s3)CC2=O)cc1 (stereo not given),i,i
C=CCN1C(=O)C(CC(=O)Nc2ccccc2F)S/C1=N\c1nccs1 (stereo not given),i,i
CCCNCc1cc(OCC)c(OCC(=O)Nc2ccccc2)cc1Br,i,i
CC(Cl)C(=O)Nc1ccccc1C#N (stereo not given),i,i
COc1ccc(Cn2c(=O)[nH]c3cc(C(=O)NCCCN4CCCCCC4)ccc3c2=O)cc1,i,i
COc1ccccc1C(=O)NNC(=S)NC(=O)c1sc2ccccc2c1Cl,-6.6*,i
CC(C)(C)c1ccc(Oc2ccc(N)cn2)cc1,i,i
COC(=O)N1CCc2c(sc(NC(=O)C3=COCCO3)c2C#N)C1,i,i
CC(C)C(NC(=O)c1c(F)cccc1F)C(=O)NC1CC(C)(C)NC(C)(C)C1 (stereo not given),i,i
COc1cc(/C=C/C(=O)N2CCN(C)CC2)cc(S(=O)(=O)N2CCc3ccccc32)c1OC,i,i
Cc1ccc[n+](/C(=C\C(=C=[N-])C#N)C(=O)c2ccc(Cl)cc2)c1,i,i
Cc1cc2cc(CNC(=O)c3ccc(S(=O)(=O)N4CCOCC4)cc3)ccc2[nH]1,i,i
O=C1CS/C(=N/N=C\c2ccn[nH]2)N1,i,i
O=C(O)CCNC(=O)c1ccc(Br)o1,i,i
CNC(=O)[C@@H]1C[C@H]1[C@@H](NC(=O)OCc1ccccc1)c1ccccc1,i,i
Cc1nnc(SCC(=O)Nc2ccccc2)[nH]c1=O,i,i
CCO[C@@H]1OC(C(=O)NCc2nc3ccccc3[nH]2)=C[C@H](C(C)(C)C)[C@H]1CCCO,i,i

# Entries from the list above that contain a furan ring, fused or not:
SMILES,CHT block,CHT allo act
O=C(OCc1nnc(-c2ccc(Br)cc2)o1)c1ccco1,i,i
COc1ccc(S(=O)(=O)N2CCCOC2CNC(=O)C(=O)NCc2ccco2)cc1C (stereo not given),i,i
O=C(NCC(=O)N1CCN(c2ncc(C(F)(F)F)cc2Cl)CC1)c1ccc(Br)o1,i,i
CCc1ccc(N(C(=O)CNC(=O)c2ccco2)C(C(=O)NCC2CCCO2)c2ccccc2)cc1 (stereo not given),i,i
O=C(O)CCNC(=O)c1ccc(Br)o1,i,i

# Other compounds follow:
SMILES,CHT block,CHT allo act
CCOC(=O)Cc1csc(NC(=O)c2c(-c3ccccc3)noc2C)n1,i,i
N=c1n(CCN2CCCCC2)c2ccccc2n1CC(O)COc1ccccc1 (stereo not given),i,7.2*
Cc1ccc(N2CCN(c3ccc(C)cc3)C2c2cccnc2)cc1,i,i
CCCn1c(C)nc2c(c1=O)c1nc3ccccc3nc1n2CCC1=CCCCC1,i,i
CCOC(=O)N1CCC(NC(=O)C2=CCN(S(=O)(=O)c3ccccc3)CC2)CC1,i,i
Clc1ccc(-n2cnnn2)cc1,i,i
COc1cccc(CNC(=O)c2ccc(CS(=O)c3ccccc3)o2)c1 (stereo not given),i,i
S=C1NCN(Cc2cccnc2)CN1c1cccc(Cl)c1,i,i
COCCNc1ncnc2nc[nH]c12,i,i
O=C(CCC(=O)Nc1ccccc1)NNS(=O)(=O)c1ccc(Cl)cc1,i,i
O=C(CCN1CCCCC1)NCNC(=O)CCN1CCCCC1,i,i
CNC(CC(C)C)C(=O)NC1C(=O)NC(CC(N)=O)C(=O)NC2C(=O)NC3C(=O)NC(C(=O)NC(C(=O)O)c4cc(O)cc(O)c4-c4cc3ccc4O)C(O)c3ccc(c(Cl)c3)Oc3cc2cc(c3OC2OC(CO)C(O)C(O)C2OC2C[C@](C)(N)C(O)C(C)O2)Oc2ccc(cc2Cl)C1O (stereo not given in full),i,i
Cc1[nH]c2ccccc2c1/C=N/NC(=O)CNC(=O)COc1ccccc1,i,i
O=C(Oc1cccc(C(=S)N2CCCCC2)c1)c1ccccc1,i,i
Fc1ccccc1-c1nc(-c2ccncc2)no1,i,i
CC(=O)N1c2ccc(S(=O)(=O)NCCC(=O)NCCc3ccc(Cl)cc3)cc2CC1C (stereo not given),i,i
COc1ccc(S(=O)(=O)N(C)CC(=O)NCc2ccccc2)cc1OC,i,i
COC(=O)c1ccccc1NC(=O)Oc1ccc(C(C)C)cc1,i,i
O=C(COC(=O)c1cc(=O)[nH]c2ccccc12)NCc1cccs1,i,i
O=C(Nc1cccc(C(F)(F)F)c1)c1c(O)c2ccccc2[nH]c1=O,i,i
CCN(C(=O)CSc1nnnn1-c1ccccc1)C1CCS(=O)(=O)C1 (stereo not given),i,i
COc1ccccc1C(=O)Nc1ccnn1C1CCN(Cc2ccc3nonc3c2)CC1,i,i
CC(C)NC(=O)C1CCN(c2ccc(S(=O)(=O)N3CCOCC3)cc2Cl)CC1,i,i
CC(C)CC(NC(=O)CCl)c1ccccc1 (stereo not given),i,i
CC1CN(c2c3c(nc4ncnn24)CCCC3)CC(C)O1 (stereo not given),i,i

# 2 entries drawn at random from the list so far, as already listed:
SMILES,CHT block,CHT allo act
O=C(Oc1cccc(C(=S)N2CCCCC2)c1)c1ccccc1,i,i
CC(C)CC(NC(=O)CCl)c1ccccc1 (stereo not given),i,i

# Additional results follow:
SMILES,CHT block,CHT allo act
c1ccc(CN(Cc2ccco2)C(c2ccncc2)c2nnnn2C2CCCC2)cc1 (stereo not given),i,i
Clc1ccc(-c2nc(-c3ccncc3)no2)c(Cl)c1,i,i
C=C(C)COc1ccc(-c2ncnc(C(F)(F)F)c2-c2ccccc2)c(O)c1,i,i
COc1cccc(N2CCN(C(=O)CN(C)S(=O)(=O)c3ccc4c(c3)c(=O)n(C)c(=O)n4C)CC2)c1,i,i
Brc1ccc(/C=N/c2nc3ccccc3n2CCN2CCOCC2)cc1,i,i
Cc1c(Cl)cccc1NC(=S)NCc1ccccc1,i,i
CC(C)Cc1nnc(NC(=O)CCC(=O)NC2CCCCCC2)s1,i,i
Cc1cccc(/C=N/NC(=O)c2ccc(NC(=O)c3cccc(Cl)c3)cc2)n1,i,i
CC(C)OC(=O)CC(=O)CSc1nc2c(cc1C#N)CCCCCC2,i,i
CCN1CCN(CC(=O)c2c(C)n(C)c3ccc(OC)cc23)CC1,i,i
O=c1cc(N2CCC3(CC2)OCCO3)[nH]c(=O)n1C1CCCCC1,i,i
COC(=O)CC(c1ccc(OC)c(OC)c1)c1ccc(OC)c(OC)c1,i,i
Cc1nnc(NC(=O)CSCc2ccccc2)s1,i,i
O=C(NCc1ccc(F)cc1)C1CC(=O)N(C2CCCCCCC2)C1 (stereo not given),i,i
Clc1ccccc1-c1nn2c(-c3ccncc3)nnc2s1,i,i
Cc1cccc(/C=C/c2nc3ccccc3c(=O)n2Cc2ccccc2)c1,i,i
CC(C)NC(=O)C1CCCN(S(=O)(=O)c2cccs2)C1 (stereo not given),i,i
O=S1(=O)C=C(SCc2ccc(F)cc2)Nc2ccccc21,i,i
CC(=O)N/N=C/C1=CCC2CC1C2(C)C (stereo not given),i,i
CC(C)c1nc(SCC(=O)Nc2nc3c(s2)CCCC3)c2ccccc2n1,i,9*
COc1ccccc1OCC(=O)Nc1ccc(C(N)=O)cc1,i,i
O=C(Nc1ccncc1)Nc1ccccn1,i,i
Cc1nn(-c2ccccc2)c(C)c1NC(=O)COC(=O)[C@@H](NC(=O)c1ccccc1)C(C)C,i,i
COCCCNC(CC(=O)Nc1ccc(OC)cc1OC)C(=O)O (stereo not given),i,i
O=C1/C(=C\c2ccc(O)cc2)SC(=S)N1c1cccnc1,i,i
Cc1ccc(C(=O)COC(=O)C2C3C=CC(C3)C2C(=O)OCC(=O)c2ccc(C)c(C)c2)cc1C (stereo not given),i,i
Cc1ccc(C(=O)NCC(=O)Nc2ccncc2)s1,i,i
O=C(OCC(=O)N1CCCC1)c1cc(Cl)ccc1[N+](=O)[O-],i,i

# CHT block, what is marked active above.
SMILES | CHT block
COc1ccccc1C(=O)NNC(=S)NC(=O)c1sc2ccccc2c1Cl | -6.6*
